CXXC DNA block: inhibitors of human MLL CXXC domain-DNA interaction; Q03164; MLL-CXXC / FITC-HOXA9 DNA fluorescence polarization; Potency, µM (doses to about 115 µM), for the others: at the highest dose activity change, negative = inhibition, hits mostly inhibitors; 290,000 tested, 0.037% active; AID 2662; active = well fitted inhibition curve with a large enough effect in the polarisation, with a control signal flat, not every such curve was filed as active; inconclusive = small, poorly fitted or top-dose-only effect, or effect the other way, or a change in a side signal; inactive = no such curve, though single readings can be large or run the other way; the % refers to the polarisation; note: potency is the fitted concentration of half-maximal effect
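Purified MLL-CXXC (added from a 7 uM solution) was preincubated 5 min at ambient with pinned compounds in 50 mM Tris-HCl pH 7.5, 50 mM NaCl, 1 mM DTT, 0.05% BSA. Fluorescein-labeled HOX-A9 DNA (50 nM solution) followed, 30 min, then polarization read.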
TSG101-PTAP inh: blocks PTAP/TSG101 interaction to inhibit HIV-1 budding | Fluorescence polarization, FITC-PTAP peptide / Tsg101 binding | Potency, µM (doses to about 115 µM), inactives show at the top dose activity change, negative = inhibition, hits mostly inhibitors | 340,000 tested, under 10 active | AID 493005; active = well fitted inhibition curve with a large enough effect in the main read-out, with a control signal flat, not every such curve was filed as active; inconclusive = small, poorly fitted or top-dose-only effect, or effect the other way, or a change in a side signal; inactive = no such curve, though single readings can be large or run the other way; note: potency is the fitted concentration of half-maximal effect; % of control where 0% means no effect
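Fluorescence polarization binding of Tsg101 binding domain (10 uM final) to FITC-labeled PTAP peptide (50 nM final) in HEPES pH 7.5 buffer with NaCl, Tween 20, EDTA, TCEP. Compounds added before peptide; binding 20 min at RT.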
a7 integrin act: activators of alpha7 integrin expression for muscular dystrophy; Potency, µM (top dose mostly 38.3 µM), without a hit: at the highest dose activation, actives largely listed as activators; 350,000 tested, 0.064% active; alpha7betagal myoblasts, beta-gal FDG fluorescence, 48 h; AID 624291;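 note: potency is the fitted concentration of half-maximal effect; 100% = response of the positive control SU9516; nearly all actives have a fitted effect of over 60% in size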
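Alpha7betagal+/- myoblasts (passage 13) were plated 16-24 hr, then exposed to compounds (1:260 dilution of DMSO stock) for 48 hours at 37C. After MPER lysis, β-galactosidase reporter activity was read as FDG fluorescence (ex 480/em 540) after 30 minutes.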
Mito fusion yeast: inhibitors of mitochondrial division or activators of mitochondrial fusion | S. cerevisiae fusion-defective mutant growth rescue, CellTiterGlo 48 h | Potency, µM (series often up to 46.1 µM), for the others: at the highest dose growth rescue (activation), most hits filed as activators | 320,000 tested, 0.23% active | AID 485298;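 note: potency is the fitted concentration of half-maximal effect; % of control where 0% means no effect; nearly all actives have a fitted effect of over 45% in size; temperature-sensitive fusion mutants such as fzo1-1 at 37 °C on non-fermentable ethanol glycerol medium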
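Yeast fusion mutant, YPEG (non-fermentable carbon), compound, 48 h at 37C non-permissive; CellTiterGlo added, 10 min RT, luminescence read. Rescued growth = division inhibition.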
TSHR antagonist: antagonists of human thyroid stimulating hormone receptor; P16473; TSHR-expressing cells, TSH-stimulated cAMP HTRF, 2 h; hits give low values; activity change, negative = inhibition, % at 11.5 µM; 330,000 tested, 0.2% active;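 active = activity change below a set negative limit, meaning inhibition stronger than a set level, cut at about -70% in these data; inconclusive = activity change between two set negative limits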; note: % is set by controls: 0 for no effect and ±100 for the full control effect
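Inhibition of cAMP made by TSHR-expressing cells under TSH stimulation (4nM final, EC80; 2 h, 37 deg C) is quantified with a one-step lysis HTRF kit, anti-cAMP cryptate versus cAMP-d2.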
Menin-MLL TR inh: menin-MLL binding inhibition, Texas Red mutant peptide; O00255; Menin + Texas Red MLL mutant peptide, fluorescence polarization; Potency, µM (titrated, usually from 61.6 µM), without a hit: at the top dose FP activity change, negative = inhibition, hits mostly inhibitors; 270,000 tested, 0.23% active; active = well fitted inhibition curve with a large enough effect in the polarisation, with a control signal flat, not every such curve was filed as active; inconclusive = small, poorly fitted or top-dose-only effect, or effect the other way, or a change in a side signal; inactive = no such curve, though single readings can be large or run the other way; the % refers to the polarisation; note: potency is the fitted concentration of half-maximal effect; % of control where 0% means no effect; many of its hits are not listed in these tables
MBNL1-CUG inh: MBNL1-poly(CUG) RNA binding inhibition. Q9NR56. TR-FRET MBNL1-His/biotin-(CUG)12 binding, 665/545 ratio. Potency, µM (doses to about 57.5 µM), for inactives: top-dose activity change, negative = inhibition, usual class: inhibitors. 280,000 tested, 0.036% active. AID 2675; active = well fitted inhibition curve with a large enough effect in the signal ratio, with a control signal flat, not every such curve was filed as active; inconclusive = small, poorly fitted or top-dose-only effect, or effect the other way, or a change in a side signal; inactive = no such curve, though single readings can be large or run the other way; the % refers to the signal ratio; note: potency is the fitted concentration of half-maximal effect; % is set by controls: 0 for no effect and ±100 for the full control effect
Target sequence (Q9NR56 whole entry, looked up): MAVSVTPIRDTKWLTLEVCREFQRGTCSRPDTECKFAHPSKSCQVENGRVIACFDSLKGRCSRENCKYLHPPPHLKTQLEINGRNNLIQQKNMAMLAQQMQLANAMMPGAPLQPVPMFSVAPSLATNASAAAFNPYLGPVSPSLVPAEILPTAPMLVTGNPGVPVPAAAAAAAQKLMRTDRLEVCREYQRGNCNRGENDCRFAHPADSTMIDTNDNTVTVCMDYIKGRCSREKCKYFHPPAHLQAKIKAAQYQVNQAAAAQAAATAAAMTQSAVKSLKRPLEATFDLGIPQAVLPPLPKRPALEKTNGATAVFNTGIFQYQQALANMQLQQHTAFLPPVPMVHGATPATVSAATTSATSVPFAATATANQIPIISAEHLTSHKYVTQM
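Inhibition of protein-RNA binding appears as loss of TR-FRET between terbium anti-His antibody on MBNL1-His and streptavidin-XL665 on biotin-(CUG)12. Activity is normalized to buffer-only and uninhibited-complex controls.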
TCR act: T cell receptor activation. Potency, µM (doses to about 9.22 µM), without a hit: at the top dose activation of IL-2 secretion, hits mostly activators. primary human leukocytes, anti-CD3, IL-2 HTRF, 48 h. 330,000 tested, under 10 active; note: % of control where 0% means no effect
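48 hr co-incubation of compounds, a-CD3 beads and primary human leukocytes; IL-2 quantified homogeneously by HTRF with anti-IL-2 K and d2 conjugates.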
AT treatment: potential ataxia-telangiectasia treatment | […] A-T fibroblasts, KAP-1 phosphorylation AlphaLISA; neocarzinostatin DNA damage 30 min before lysis | Potency, µM (titrated, usually from 57.5 µM), inactives show at the highest dose activation, hits mostly activators | 320,000 tested, 0.19% active | AID 485349; note: potency is the fitted concentration of half-maximal effect; % of control where 0% means no effect; nearly all actives have a fitted effect of over 45% in size
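hTERT-immortalized A-T patient fibroblasts ([…]), 500 cells/well in OPTI-MEM, 1% FBS, got compounds for 60 min, then NCS for 30 min at 37C. Lysates were then assayed for phospho-KAP-1 by AlphaLISA (anti-pKAP1 donor, anti-KAP1 acceptor beads), 6 hr at 25C.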
ASM inhibitor: blocks human secretory acid sphingomyelinase; AID 504937; placental ASM, HMU-PC fluorogenic substrate, 60 min; 340,000 tested, 0.006% active; Potency, µM (doses to about 57.5 µM), for inactives: top-dose activity change, negative = inhibition, actives largely listed as inhibitors; note: potency is the fitted concentration of half-maximal effect
Target sequence (P17405 47-631 limits assumed): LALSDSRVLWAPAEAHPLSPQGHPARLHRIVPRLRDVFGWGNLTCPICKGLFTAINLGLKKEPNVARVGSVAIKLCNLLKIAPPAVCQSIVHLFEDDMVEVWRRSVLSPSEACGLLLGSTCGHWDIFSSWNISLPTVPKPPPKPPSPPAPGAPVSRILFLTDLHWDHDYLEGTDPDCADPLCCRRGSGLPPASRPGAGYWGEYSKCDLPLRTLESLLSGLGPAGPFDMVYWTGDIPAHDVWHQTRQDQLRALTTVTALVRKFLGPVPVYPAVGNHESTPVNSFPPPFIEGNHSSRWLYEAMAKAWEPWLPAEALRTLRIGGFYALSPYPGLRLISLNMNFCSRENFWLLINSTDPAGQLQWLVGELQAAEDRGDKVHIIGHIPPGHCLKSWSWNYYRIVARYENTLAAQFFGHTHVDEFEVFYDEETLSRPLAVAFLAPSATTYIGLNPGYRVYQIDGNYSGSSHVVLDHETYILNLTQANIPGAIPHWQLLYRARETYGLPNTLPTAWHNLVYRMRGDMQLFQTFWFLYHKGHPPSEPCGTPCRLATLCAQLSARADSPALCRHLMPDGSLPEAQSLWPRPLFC
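Human placenta-derived ASM enzyme was preincubated with compound for 10 minutes at room temperature, then given fluorogenic substrate HMU-PC0 (9 uM final) for 60 minutes at 37 °C; a pH 10 stop preceded fluorescence reading at Ex 386/Em 447 nm.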
Active calls of the source: *; ? = inconclusive; . = not tested or not shown; & = joins results of further samples; [ ] = dose if it differs, or a comment. Unless noted, calls come from the whole dose curve; as a rule, active = well fitted curve in the direction sought with a large enough effect; inconclusive = small, poorly fitted or top-dose-only effect, or another doubt; inactive = no such curve, though single readings can be large; an effect the other way counts as inactive or inconclusive. An excerpt; rates above refer to the full screens.

molecule	CXXC DNA block	TSG101-PTAP inh	a7 integrin act	Mito fusion yeast	TSHR antagonist	Menin-MLL TR inh	MBNL1-CUG inh	TCR act	AT treatment	ASM inhibitor
CCC1(c2ccc(F)cc2)NC(=O)N(CC(=O)Nc2ccccc2Cl)C1=O (stereo not drawn)	15.1%	-2.4%	12.6%	3.2%	9.3	20.3%	-6.2%	-5.3%	10.9%	3.3%
Cc1nc(CS(=O)(=O)c2ccccc2)cc(Sc2ccc(Cl)cc2Cl)n1	-7.9%	-1.1%	24.1%	?	-7.0	-11.3%	5.4%	0.3%	6.0%	-10.3%
COc1cc(C(=O)OC2CCOC2=O)c([N+](=O)[O-])cc1OC (stereo not drawn)	2.8%	0.0%	?	-1.7%	2.7	-1.5%	?	-11.4%	-4.0%	1.9%
O=C(Nc1ccc(Br)cc1)c1ccc(Br)c(S(=O)(=O)Nc2cccnc2)c1	20.3%	-5.3%	13.6%	-0.2%	-45.6	22.0%	.	1.0%[46.1 µM]	-8.8%	-5.7%
CCn1c(SCc2ccc(F)cc2)nc2ccccc2c1=O	18.2%	-1.1%	1.1%	-37.0%[inhibitor]	-4.3	?	-2.9%	1.0%	19.6%	-9.1%
Cn1sc(NC(=O)c2cccc(Cl)c2)nc1=O	0.1%	-11.8%	-3.3%	4.6%	-11.1	6.0%	-10.3%	4.2%	-2.9%	1.3%
CCOC(=O)N1CCN(C(=O)C2CCCN(S(=O)(=O)c3cccnc3)C2)CC1 (stereo not drawn)	1.1%	-0.1%	-4.5%	-3.3%	-9.4	3.7%	-10.4%	-1.6%	-0.3%	3.1%
CCC(C)[C@H](NC(=O)C1CC(=O)N(c2ccc3c(c2)OCCO3)C1)C(=O)N1CCCCC1 (stereo partly drawn)	-2.5%	-1.7%	28.8%	10.2%	12.0	-16.4%	-4.9%	-1.9%	5.4%	0.5%
COc1cc([N+](=O)[O-])c(OC)cc1SCc1n[nH]c(=S)n1-c1ccc(F)cc1	0.2%	-6.0%	3.7%	2.4%	-5.4	.	?	-0.7%	-5.1%	-11.1%
COCCCn1c(SCC(=O)NNC(=O)c2cccc(O)c2)nnc1-c1ccncc1	23.6%	0.9%	-18.7%	4.5%	19.8	-12.2%	-0.9%	9.6%	1.6%	1.6%
CCOC(=O)/C=c1\s/c(=C\c2ccc3cc(OC)ccc3c2)c(=O)n1CC(=O)NCc1ccc2c(c1)OCO2	?	?	0.0%	6.2%	2.8	?	1.6%	-8.5%	8.2%	16.8%
Cc1nnc(SCC(=O)NC2CCC(C)CC2)s1 (stereo not drawn)	.	-2.5%	-9.1%	-4.2%	-1.9	.	.	3.3%	-6.1%	3.2%
O=C(NCC1CCCO1)C1CC(c2ccccc2Cl)=NO1 (stereo not drawn)	0.4%	0.0%	26.5%	-2.7%	13.6	7.1%	-2.3%	-0.3%	2.3%	-2.4%
Cc1cccc2cc(C3CC(c4ccco4)=NN3S(C)(=O)=O)c(Cl)nc12 (stereo not drawn)	-8.9%	-6.7%	-3.9%	7.8%	6.1	.	.	-3.3%	-3.1%	-0.2%
CCOc1cc2[nH]c(=S)n(CC3CCCO3)c(=O)c2cc1OCC (stereo not drawn)	-1.2%	-7.9%	-4.4%	-7.6%	-5.5	6.7%	-3.8%	-0.6%	0.5%	-3.6%
CCOC(=O)N1CCC(NC(=O)CCc2c(C)nc3ncnn3c2C)CC1	-19.5%	-2.9%	16.6%	-0.4%	-2.3	7.7%	-1.8%	1.8%	4.5%	1.4%
COc1ccc(CCNC(=O)CCCNC(=O)Cn2cnc3sc(C)c(C)c3c2=O)cc1OC	5.1%	-0.2%	?	-3.0%	-8.7	-2.2%	2.3%	11.4%	0.1%	2.7%
CCn1cc(Br)c(C(=O)NC(=S)Nc2ccc(C(=O)OC)cc2)n1	7.2%	-0.4%	14.6%	-9.3%	2.7	-10.7%	-8.1%	3.6%[46.1 µM]	-20.4%	-0.9%
CC1=NN(C(=O)c2ccccc2F)C(O)(c2ccc(Cl)cc2)C1 (stereo not drawn)	-15.7%	-7.1%	-1.8%	4.7%	-0.8	-24.5%	-1.6%	3.5%	-0.1%	-8.0%
CCCCNC(=O)C(C)N(CCN(C)C)C(=O)CCCN1C(=O)NC(c2ccc(Cl)cc2)C(C(=O)OCc2ccccc2)=C1C (stereo not drawn)	.	-1.5%	-43.6%	.	-9.1	.	.	-1.4%[46.1 µM]	8.8%	-6.2%
Clc1ccc(-c2noc(CN3CCCC3)n2)cc1	6.9%	-8.0%	-2.9%	2.9%	-4.9	-5.4%	3.6%	2.7%	3.1%	-0.5%
C(=NOCCc1ccccc1)c1cccnc1	.	-1.3%	-1.7%	.	.	.	.	-6.6%	.	-0.2%
CCN(CC)c1ccc(NC(=O)COc2ccccc2C#N)cc1S(=O)(=O)Nc1ccc(OC)cc1	0.9%	0.2%	-5.5%	0.0%	-19.0	-13.0%	.	-5.7%[46.1 µM]	-0.3%	-2.3%
CC(=O)c1ccc(NS(=O)(=O)c2ccc(N/C=C/C(=O)c3ccc(F)cc3)cc2)cc1	0.0%	2.1%	5.8%	1.8%	-4.1	.	2.3%	12.2%	-9.1%	5.8%
Cn1c(=O)c2c(nc(SCCN3CCOCC3)n2Cc2ccccc2Cl)n(C)c1=O	-1.6%	-1.2%	-11.5%	-0.5%	10.4	6.6%	1.9%	11.4%[46.1 µM]	-3.5%	0.3%

Next part:
molecule	CXXC DNA block	TSG101-PTAP inh	a7 integrin act	Mito fusion yeast	TSHR antagonist	Menin-MLL TR inh	MBNL1-CUG inh	TCR act	AT treatment	ASM inhibitor
Cc1ccc(NC(=O)CSC2=NCCN2)cc1	2.0%	-2.6%	7.6%	-3.4%	1.4	9.4%	-6.0%	0.3%[46.1 µM]	-0.8%	7.8%
COc1ccc(-c2nc(CCNC(=O)c3ccco3)cs2)cc1OC	7.5%	0.5%	5.2%	3.9%	8.6	1.3%	2.0%	-3.3%[46.1 µM]	13.5%	-0.4%
CC1C[N+](=C2C=C(N3CCOCC3)CC(C)(C)C2)CC(C)O1 (stereo not drawn)	-5.7%	-1.1%	13.1%	-3.5%	8.7	.	-1.6%	5.0%	-9.1%	1.2%
COc1cccc(CNc2ccc([N+](=O)[O-])c(NCC(=O)O)n2)c1	6.2%	-1.3%	13.9%	-0.4%	-6.4	-9.5%	?	0.9%	1.2%	4.2%
C1CCN(CC2CCCCN2)CC1 (stereo not drawn)	.	0.0%	8.9%	.	.	.	.	3.2%	.	0.4%
CC(C)[C@H](N)C(=O)OCCOCn1cnc2c(=O)[nH]c(N)nc21	23.7%	-1.5%&4.1%	.	-7.8%	5.2	-16.4%	.	1.8%&2.4%	4.8%	-0.1%&-0.1%
O=C(CCCc1c[nH]c2ccccc12)N1CCOCC1	4.5%	-0.8%	19.2%	5.4%	5.9	3.0%	-26.4%	2.5%	-11.3%	4.0%
FC(F)(F)c1cccc(-c2nc(-c3ccncc3)no2)c1	14.0%	-0.3%	0.2%	-20.9%	-6.1	-12.1%	-2.5%	-5.1%	-1.5%	-0.9%
COc1ccc(NC(=O)CSc2n[nH]c(=O)n2Cc2ccccc2)cc1Cl	11.0%	-2.8%	-24.1%	-9.7%	-5.3	26.5%	-4.5%	-4.1%	-5.1%	-1.0%
O=C(NCCC1CCCCN1S(=O)(=O)c1ccc(Cl)cc1)C(=O)NCCN1CCOCC1 (stereo not drawn)	.	-1.8%	7.6%	-0.5%	6.2	.	.	-0.7%	0.0%	3.2%
CCN1CNC(=S)N(CCc2ccccc2)C1	-3.9%	-2.0%	-21.7%	-5.9%	5.6	6.5%	-19.1%	-0.1%[46.1 µM]	-2.1%	-0.4%
COc1ccc(C(CCN2CCOCC2)c2c(OC)cc(OC)c3c(-c4ccccc4)cc(=O)oc23)cc1 (stereo not drawn)	.	-4.6%	-28.2%	.	8.6	0.4%	.	-0.3%[46.1 µM]	8.5%	-9.4%
C[N+](C)(C)CCCCCCC(=O)/C=N/O	1.5%	-3.5%	17.5%	-5.6%	11.5	10.4%	9.5%	-4.9%[46.1 µM]	3.9%	2.4%

Screening data as filed in PubChem BioAssay.
